Kir21 inh: Kir2.1 (mouse) channel inhibition; B-score at 10 µM; HEK293-Kir2.1, FluxOR thallium flux fluorescence; hits give low values; P35561; 310,000 tested, 0.85% active;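 active = fluorescence ratio B-score at or below minus 3 SD of library scores, with starting-brightness B-score within 2 SD, cut at about -4.2 in these data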;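 also: channel flux triggered by added potassium and thallium sulfate stimulus; B-score of peak minus minimum fluorescence over baseline after thallium stimulus; more negative B-score means stronger Kir2.1 block with less thallium influx; some compounds called inactive have numbers as strong as hits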
Target sequence (P35561 whole entry, looked up): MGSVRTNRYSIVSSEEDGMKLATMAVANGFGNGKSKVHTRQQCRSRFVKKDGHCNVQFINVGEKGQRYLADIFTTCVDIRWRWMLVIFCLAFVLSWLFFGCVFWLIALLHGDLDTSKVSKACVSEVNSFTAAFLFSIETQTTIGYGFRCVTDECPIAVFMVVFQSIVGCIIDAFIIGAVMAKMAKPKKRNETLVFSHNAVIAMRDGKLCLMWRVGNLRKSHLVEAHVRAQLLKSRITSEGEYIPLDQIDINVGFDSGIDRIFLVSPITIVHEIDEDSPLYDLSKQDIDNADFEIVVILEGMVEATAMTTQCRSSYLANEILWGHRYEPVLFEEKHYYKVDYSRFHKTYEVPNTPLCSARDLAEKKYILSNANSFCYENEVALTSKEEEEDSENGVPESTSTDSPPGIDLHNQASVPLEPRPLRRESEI
CHT inh: inhibitors of human choline transporter CHT. Q9GZV3. CHT-expressing cells, membrane potential dye, choline response; hits give low values. B-score at 10 µM. 310,000 tested, 0.86% active;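 active = B-score over 3 SD under the library average, and starting fluorescence ratio not unusually high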;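 also: choline stimulus applied at its EC90 after an EC20 pre-addition; B-score computed on integrated fluorescence ratio after choline addition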
Target sequence (Q9GZV3 whole entry, looked up): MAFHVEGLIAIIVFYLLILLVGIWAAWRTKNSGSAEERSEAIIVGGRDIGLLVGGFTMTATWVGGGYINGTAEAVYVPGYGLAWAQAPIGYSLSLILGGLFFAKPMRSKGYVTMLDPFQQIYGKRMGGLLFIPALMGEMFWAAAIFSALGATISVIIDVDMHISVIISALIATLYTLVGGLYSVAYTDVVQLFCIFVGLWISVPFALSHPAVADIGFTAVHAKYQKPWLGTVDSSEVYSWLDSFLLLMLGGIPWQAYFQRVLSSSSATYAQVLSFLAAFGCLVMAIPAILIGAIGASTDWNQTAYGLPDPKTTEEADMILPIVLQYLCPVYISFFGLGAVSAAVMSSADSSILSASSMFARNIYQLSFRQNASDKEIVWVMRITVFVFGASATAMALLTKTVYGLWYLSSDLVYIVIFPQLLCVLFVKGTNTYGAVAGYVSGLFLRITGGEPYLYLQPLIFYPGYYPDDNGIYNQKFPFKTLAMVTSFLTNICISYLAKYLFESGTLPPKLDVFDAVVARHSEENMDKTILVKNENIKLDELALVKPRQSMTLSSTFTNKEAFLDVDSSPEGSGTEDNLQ
* marks the source's active call; other numbers are inactive results.

How did Cc1ccc(OCC(O)Cn2nc(C)cc2C)cc1 (stereo not given) do in these assays?
Kir21 inh: -0.02; CHT inh: inactive

How did O=C(CN1CCN(c2ccc(F)cc2)CC1)Nc1ccc(S(=O)(=O)N2CCOCC2)cc1 do in these assays?
Kir21 inh: 0.01; CHT inh: inactive

What do the screens show for `COC(=O)CS(=O)(=O)c1ccsc1C(=O)Nc1ccc(F)c(F)c1`?
Kir21 inh: 1.06; CHT inh: inactive

How did Cc1ccc(-c2nc(N3CCOCC3)sc2C(=O)N2CCCCC2)cc1 do in these assays?
Kir21 inh: 1.7; CHT inh: inactive

How did Nc1nc(SCC(=O)N2CCCC2)[nH]c(=O)c1NC(=O)c1cccs1 do in these assays?
Kir21 inh: -0.03; CHT inh: inactive

How did O=C(Nc1ccccc1N1CCN(c2ccccc2)CC1)c1cccc(F)c1 do in these assays?
Kir21 inh: -0.91; CHT inh: inactive

What do the screens show for `CC(C)c1ccc(NC(=O)CSc2nc3ccccc3nc2N2CCCC2)cc1`?
Kir21 inh: 0.39; CHT inh: inactive

What do the screens show for `O=C(Nc1cccc(F)c1)NC1CCCCC1`?
Kir21 inh: -0.36; CHT inh: inactive

How did COCCNCCCOc1ccc(Br)cc1Cl do in these assays?
Kir21 inh: -0.22; CHT inh: inactive

What do the screens show for `CCOC(=O)c1oc2ccccc2c1CN1CC(C)OC(C)C1` (stereo not given)?
Kir21 inh: -0.28; CHT inh: inactive

What do the screens show for `Cc1ccc(Cl)cc1NC(=O)Cn1cc(C(F)(F)F)cc(Cl)c1=O`?
Kir21 inh: 1.67; CHT inh: inactive

How did Cc1cccc(NC(=O)c2ccc3c(c2)CCN3S(C)(=O)=O)c1 do in these assays?
Kir21 inh: -1.16; CHT inh: inactive

Results for Cc1ccc2nc(-c3cccc(Br)c3)cc(C(=O)NCC3CCCO3)c2c1 (stereo not given) ?
Kir21 inh: 0.26; CHT inh: inactive

How did CC(NC(=O)COC(=O)c1ccc2c(c1)S(=O)(=O)N=C1CCCCCN12)C12CC3CC(CC(C3)C1)C2 (stereo not given) do in these assays?
Kir21 inh: 0.62; CHT inh: inactive

How did O=C(OCC(=O)N1CCCC1)c1ccco1 do in these assays?
Kir21 inh: 1.44; CHT inh: inactive

Overlap with the part before: 7 compounds; new compounds follow.
How did COCCNCCCOc1ccc(Br)cc1Cl do in these assays?
Kir21 inh: -0.22; CHT inh: inactive

What do the screens show for `CCOC(=O)c1oc2ccccc2c1CN1CC(C)OC(C)C1` (stereo not given)?
Kir21 inh: -0.28; CHT inh: inactive

What do the screens show for `Cc1ccc(Cl)cc1NC(=O)Cn1cc(C(F)(F)F)cc(Cl)c1=O`?
Kir21 inh: 1.67; CHT inh: inactive

How did Cc1cccc(NC(=O)c2ccc3c(c2)CCN3S(C)(=O)=O)c1 do in these assays?
Kir21 inh: -1.16; CHT inh: inactive

Results for Cc1ccc2nc(-c3cccc(Br)c3)cc(C(=O)NCC3CCCO3)c2c1 (stereo not given) ?
Kir21 inh: 0.26; CHT inh: inactive

How did CC(NC(=O)COC(=O)c1ccc2c(c1)S(=O)(=O)N=C1CCCCCN12)C12CC3CC(CC(C3)C1)C2 (stereo not given) do in these assays?
Kir21 inh: 0.62; CHT inh: inactive

How did O=C(OCC(=O)N1CCCC1)c1ccco1 do in these assays?
Kir21 inh: 1.44; CHT inh: inactive

How did O=C(Nc1ccc2c(c1)OCO2)c1ccc(Br)c(S(=O)(=O)N2CCCC2)c1 do in these assays?
Kir21 inh: 0.54; CHT inh: inactive

Results for Nc1cc(-c2ccccc2)n2c(n1)nc1ccccc12 ?
Kir21 inh: 0.04; CHT inh: inactive

What do the screens show for `CCc1ccc(S(=O)(=O)NCCc2csc(C)n2)s1`?
Kir21 inh: -0.8; CHT inh: inactive

Results for N/C(Cc1ccc(Cl)cc1Cl)=N\OC(=O)Cc1cccs1 ?
Kir21 inh: -0.47; CHT inh: inactive

What do the screens show for `C/C=C(\C)C(=O)NCCN1C2=NC[C@@H](Cc3ccccc3)N2C[C@@H]1Cc1ccc(OC)cc1`?
Kir21 inh: -1.06; CHT inh: inactive

What do the screens show for `COc1ccc(C)cc1NC(=O)CN(c1ccc(C)cc1)S(C)(=O)=O`?
Kir21 inh: 0.76; CHT inh: inactive

Results for O=C(CN1C(=O)NC(Cc2c[nH]c3ccccc23)C1=O)NCC(F)(F)F (stereo not given) ?
Kir21 inh: 1.43; CHT inh: inactive

What do the screens show for `Cc1nn(CC(=O)NC(C)C)c(C)c1[N+](=O)[O-]`?
Kir21 inh: -0.12; CHT inh: inactive

Results for Cc1cc(C)c(C2=Nn3c(C)nnc3SC2C)cc1C (stereo not given) ?
Kir21 inh: -0.64; CHT inh: inactive

What do the screens show for `CS(=O)(=O)N(CC(=O)N1CCc2ccccc2C1)c1cccc(Br)c1`?
Kir21 inh: -1.22; CHT inh: inactive

Results for COc1ccc(NC(=O)c2csc(Cc3ccc(Cl)cc3)n2)cc1 ?
Kir21 inh: -1.49; CHT inh: inactive

Results for COc1ccc(N2CC(C(=O)N/N=C/c3ccccc3)CC2=O)cc1 (stereo not given) ?
Kir21 inh: 2.3; CHT inh: inactive

Results for COc1ccc(NC(=O)C2CC(=O)N(c3cc(C)ccc3C)C2)cc1 (stereo not given) ?
Kir21 inh: -0.81; CHT inh: inactive

What do the screens show for `CCOc1ccc(CCNC(=O)Cn2ncn3nc(-c4ccc(OC)cc4)cc3c2=O)cc1OCC`?
Kir21 inh: -0.38; CHT inh: inactive

How did Cc1cccc(NC(=O)CN2NS(=O)(=O)c3ccccc3C2=O)c1 do in these assays?
Kir21 inh: 0.8; CHT inh: inactive

Results for CCOc1ccc(N2C(=O)CC(Sc3nc(O)c(CC)c(=O)[nH]3)C2=O)cc1 (stereo not given) ?
Kir21 inh: 0.23; CHT inh: inactive

How did Cc1ccc(C(=O)NCCc2sc(C)nc2C)cc1 do in these assays?
Kir21 inh: -1.16; CHT inh: inactive

Results for O=C(CCc1nc2ccccc2[nH]1)NC1CCCCC1 ?
Kir21 inh: -0.33; CHT inh: inactive

What do the screens show for `O=C(/C=C/c1ccc[nH]1)c1ccccc1`?
Kir21 inh: -0.77; CHT inh: inactive

Results for COCCN(C(=O)COC(=O)c1oc2ccc(OC)cc2c1C)c1c(N)n(Cc2ccccc2)c(=O)[nH]c1=O ?
Kir21 inh: 1.64; CHT inh: inactive

Results for CCOc1ccc(NC(=O)c2ccc(NC(=O)C3CCCO3)cc2)cc1 (stereo not given) ?
Kir21 inh: 0.46; CHT inh: inactive

What do the screens show for `COc1cc(C2C(C#N)=C(N)OC3=C2C(=O)CC(C)(C)C3)cc2c1OCO2` (stereo not given)?
Kir21 inh: 0.68; CHT inh: inactive

Results for COc1ccc(OCC(O)CN2CCNCC2)cc1 (stereo not given) ?
Kir21 inh: 0.1; CHT inh: inactive

What do the screens show for `COC(=O)c1ccc(NC(=O)c2cccc(N3C(=O)C4C5C=CC(C6CC56)C4C3=O)c2)cc1` (stereo not given)?
Kir21 inh: 0.99; CHT inh: inactive

How did O=C(NCCc1ccccc1)C(=O)NCC1OCCN1S(=O)(=O)c1ccc([N+](=O)[O-])cc1 (stereo not given) do in these assays?
Kir21 inh: 0.73; CHT inh: inactive

What do the screens show for `NS(=O)(=O)c1ccc(NC(=O)c2ccc3c(c2)CCCC3)cc1`?
Kir21 inh: -0.28; CHT inh: inactive

What do the screens show for `C[C@]12C=CC(=O)C=C1CC[C@@H]1[C@@H]2C(=O)C[C@@]2(C)[C@H]1CC[C@]2(O)C(=O)COC(=O)CCC(=O)O`?
Kir21 inh: 0.66; CHT inh: inactive

What do the screens show for `CS(=O)(=O)N(CC(=O)Nc1ccccc1-c1ccccc1)c1cccc(F)c1`?
Kir21 inh: -1.6; CHT inh: inactive

Results for CCC(C(=O)OCC(=O)Nc1ccc(C(N)=O)cc1)c1ccccc1 (stereo not given) ?
Kir21 inh: -0.23; CHT inh: inactive

Results for CC(C)CC(NC(=O)c1ccc(C#CC(C)(C)O)s1)C(=O)O (stereo not given) ?
Kir21 inh: 1.6; CHT inh: inactive

What do the screens show for `Cc1cc(SCC(=O)c2ccccc2)n2nc(C)nc2n1`?
Kir21 inh: -1; CHT inh: inactive

What do the screens show for `CC1CCN(S(=O)(=O)c2cccc(C(=O)NCc3ccco3)c2)CC1`?
Kir21 inh: 0.26; CHT inh: inactive

Results for O=C(Cc1ccccc1)Nc1cc(Cl)ccc1Sc1ccccc1 ?
Kir21 inh: -3.14; CHT inh: inactive

Results for NS(=O)(=O)c1ccc(CCNC(=O)CN2CCN(c3ccc(F)cc3)CC2)cc1 ?
Kir21 inh: -0.41; CHT inh: inactive

How did COc1ccccc1-n1c(-c2cn(C)nc2C)n[nH]c1=S do in these assays?
Kir21 inh: 0.36; CHT inh: inactive

Results for COCC(=O)N1CCC(Oc2ccc(C(=O)N3C[C@H]4CC[C@H]3C4)cc2)CC1 ?
Kir21 inh: 1.61; CHT inh: inactive

How did COc1cc(OC)c(-c2noc(C(=O)OC(C)(C)C)c2C(=O)OC(C)(C)C)c(OC)c1 do in these assays?
Kir21 inh: -0.49; CHT inh: inactive

Results for O=C(NCc1ccco1)C1CCCCN1S(=O)(=O)c1ccc(F)cc1 (stereo not given) ?
Kir21 inh: -0.14; CHT inh: inactive

What do the screens show for `CCn1ncc(Br)c1C(=O)Nc1sc2c(c1C(N)=O)CCC2`?
Kir21 inh: -0.31; CHT inh: inactive

Results for Cc1cc(C)n(CCC(=O)N=Nc2c(O)[nH]c3ccc(Br)cc23)n1 ?
Kir21 inh: 0.02; CHT inh: inactive

Results for CN1CCc2c(sc3nc(SCC(=O)N4CCOCC4)nc(N)c23)C1 ?
Kir21 inh: -0.06; CHT inh: inactive

How did Cc1ccc2nc(C)cc(OCC(=O)O)c2c1 do in these assays?
Kir21 inh: -1.39; CHT inh: inactive

What do the screens show for `Cc1ccnc(NC(=O)c2ccc(Cl)c(NC(=O)C(C)Oc3ccccc3)c2)c1` (stereo not given)?
Kir21 inh: -0.51; CHT inh: inactive

What do the screens show for `O=C1N/C(=N\N=C\c2ccc3ncccc3c2)SC1Cc1ccc(SC(F)F)cc1` (stereo not given)?
Kir21 inh: -0.53; CHT inh: inactive

What do the screens show for `COc1ccc(Br)cc1CNC(=O)CCNC(=O)Cn1ccc2ccccc2c1=O`?
Kir21 inh: 0.04; CHT inh: inactive

What do the screens show for `COc1ccc(/C=N/NC(C)(C)C)c(OC)c1`?
Kir21 inh: 0.53; CHT inh: inactive

Results for CCOC(=O)c1c(-c2ccccc2)nc2ccc(C)cn12 ?
Kir21 inh: -0.05; CHT inh: inactive

Results for COc1ccc2c(C)nc(Nc3nc(C)c(C)c(=O)[nH]3)nc2c1 ?
Kir21 inh: -0.5; CHT inh: inactive

How did O=C(CNC(=O)c1ccncc1)N/N=C/c1cc(Br)ccc1O do in these assays?
Kir21 inh: -1.16; CHT inh: inactive

How did CCCOc1ccc(/C(O)=C2\C(=O)C(=O)N(CCCOC)C23C(=O)N(C)c2ccccc23)cc1 (stereo not given) do in these assays?
Kir21 inh: -0.21; CHT inh: inactive

Results for COc1ccc(C(=O)c2c3ccc(C(F)(F)F)cc3[n+]([O-])n2CCCC(N)=O)cc1 ?
Kir21 inh: 1.33; CHT inh: inactive

How did O=C(O)CSCc1nc2ccccc2s1 do in these assays?
Kir21 inh: 1.54; CHT inh: inactive

How did Cc1oc(CC(C)C)cc1C(N)=O do in these assays?
Kir21 inh: 2.25; CHT inh: inactive

How did OCC1(Cc2ccccc2)CCN(C2CCN(c3ccc(F)c(F)c3)CC2)CC1 do in these assays?
Kir21 inh: 0.56; CHT inh: inactive

What do the screens show for `CC(C)NC(=O)C1CCCN(S(C)(=O)=O)C1` (stereo not given)?
Kir21 inh: -0.78; CHT inh: inactive

What do the screens show for `O=S(=O)(Nc1cccc(S(=O)(=O)N2CCOCC2)c1)c1ccc(Cl)s1`?
Kir21 inh: 1.1; CHT inh: inactive

What do the screens show for `CCOC(=O)C1CCN(C(=O)CSc2nnc(-c3ccco3)n2-c2ccccc2)CC1`?
Kir21 inh: 0.9; CHT inh: inactive

What do the screens show for `CCOC(=O)C1=C(CSc2nc3c(cc2C#N)CN(C)CC3)OC(N)=C(C#N)C1c1ccc(F)cc1` (stereo not given)?
Kir21 inh: 0.03; CHT inh: inactive

How did CSC1=NC2(CC(c3ccccc3)Oc3cc(O)ccc32)CC(C)(C)N1 (stereo not given) do in these assays?
Kir21 inh: -1.71; CHT inh: inactive

Results for CC(=O)c1cn(CC(=O)Nc2ccccc2C(F)(F)F)c2ccccc12 ?
Kir21 inh: -0.01; CHT inh: inactive

By substructure, the entries above with a nitro group on carbon (2)
What do the screens show for `Cc1nn(CC(=O)NC(C)C)c(C)c1[N+](=O)[O-]`?
Kir21 inh: -0.12; CHT inh: inactive

How did O=C(NCCc1ccccc1)C(=O)NCC1OCCN1S(=O)(=O)c1ccc([N+](=O)[O-])cc1 (stereo not given) do in these assays?
Kir21 inh: 0.73; CHT inh: inactive

(next part)
What do the screens show for `O=S1(=O)C=C(Oc2ccc3ccccc3c2)c2ccccc21`?
Kir21 inh: 0.26; CHT inh: inactive

What do the screens show for `CCOC(=O)c1cnc2ccc(OCC)cc2c1NCCN1CCOCC1`?
Kir21 inh: 0.4; CHT inh: inactive

Results for Cc1cc(C)nc(NS(=O)(=O)c2ccc(NC(=O)c3ccc(S(=O)(=O)N4CC(C)OC(C)C4)cc3)cc2)n1 (stereo not given) ?
Kir21 inh: -0.35; CHT inh: inactive

What do the screens show for `CCOC(=O)C1=C(N)N(c2ccc(N3CCCCC3)cc2)C(=O)C1`?
Kir21 inh: 0.2; CHT inh: inactive

Results for COc1ccc(C(=O)NCCc2nnc3ccc(SCC(=O)N4CCCCC4)nn23)cc1 ?
Kir21 inh: -0.96; CHT inh: inactive

Results for CSc1c(SCc2ccccc2)cnn(Cc2ccccc2)c1=O ?
Kir21 inh: -5.77*; CHT inh: inactive

How did Cc1c(S(=O)(=O)N2CCCC(C(=O)O)C2)cnn1C (stereo not given) do in these assays?
Kir21 inh: -0.76; CHT inh: inactive
